Screens (PubChem BioAssay)
MEP2 TOR yeast: alters MEP2-GFP fluorescence in TOR pathway yeast screen; S. cerevisiae MEP2-GFP strain, flow cytometry GFP, 3 h; 100% = DMSO control level; GFP response vs DMSO, % at 10 µM; hit rate 0.51% among 330,000;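 active = GFP response versus DMSO above a set limit, roughly screen mean plus 3 SD, cut at about 180% in these data; inconclusive = fewer than 70 cells counted for a yeast strain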;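 note: median GFP fluorescence of the barcode-gated MEP2-GFP cells per well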
AGP1-GFP MLPCN: yeast TOR pathway AGP1-GFP modulation; S. cerevisiae AGP1-GFP multiplex flow cytometry, 3 h; GFP as percent of DMSO wells; GFP response vs DMSO, % at 10 µM; hit rate 0.02% among 320,000; AID 2066;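 active = GFP response relative to DMSO above a set limit, near screen average plus 3 SD, cut at about 150% in these data; inconclusive = fewer than 70 cells counted for the yeast strain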;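 note: median GFP channel fluorescence of the gated AGP1 strain per well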
AHR act: human AHR activation; P35869; AID 2796; activation, % at 5 µM; hit rate 2.5% among 320,000; AHR-responsive luciferase reporter cells, luminescence; in the data active = activation above about 47%;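 note: 0% = vehicle wells and 100% = reference agonist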
Target sequence (P35869 whole entry, looked up): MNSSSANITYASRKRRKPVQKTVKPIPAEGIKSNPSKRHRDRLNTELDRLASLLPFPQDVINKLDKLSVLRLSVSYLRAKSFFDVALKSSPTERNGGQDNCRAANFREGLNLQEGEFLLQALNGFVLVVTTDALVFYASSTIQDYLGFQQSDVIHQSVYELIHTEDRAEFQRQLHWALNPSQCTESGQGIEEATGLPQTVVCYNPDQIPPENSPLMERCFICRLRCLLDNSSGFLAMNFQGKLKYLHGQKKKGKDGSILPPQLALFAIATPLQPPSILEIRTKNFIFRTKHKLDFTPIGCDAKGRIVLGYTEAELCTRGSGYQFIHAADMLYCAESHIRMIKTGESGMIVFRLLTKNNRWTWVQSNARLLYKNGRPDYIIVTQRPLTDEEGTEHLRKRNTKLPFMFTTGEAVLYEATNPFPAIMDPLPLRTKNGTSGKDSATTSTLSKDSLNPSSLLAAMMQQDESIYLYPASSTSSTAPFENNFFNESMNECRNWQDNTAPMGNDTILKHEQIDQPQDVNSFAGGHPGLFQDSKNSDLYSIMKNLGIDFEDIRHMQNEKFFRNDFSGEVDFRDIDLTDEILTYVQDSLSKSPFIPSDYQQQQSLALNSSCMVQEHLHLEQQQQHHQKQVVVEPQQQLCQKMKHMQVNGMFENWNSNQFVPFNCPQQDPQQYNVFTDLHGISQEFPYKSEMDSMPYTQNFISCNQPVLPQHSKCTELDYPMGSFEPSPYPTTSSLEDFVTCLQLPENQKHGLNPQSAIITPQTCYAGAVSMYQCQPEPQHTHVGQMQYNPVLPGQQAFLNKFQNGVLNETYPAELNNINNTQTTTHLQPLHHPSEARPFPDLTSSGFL
CIT2 TOR yeast: modulators of TOR pathway CIT2-GFP in S. cerevisiae; hit rate 0.065% among 320,000; GFP response vs DMSO, % at 10 µM; S. cerevisiae CIT2-GFP strain, flow cytometry, 3 h; 100 means same as DMSO wells;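 active = GFP response relative to DMSO above a set limit, near the screen mean plus 3 SD, cut at about 150% in these data; inconclusive = Fewer than 70 cells measured for a yeast strain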;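 note: ratio of well median GFP fluorescence to mean of DMSO wells on the plate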
RPL19A-GFP yeast: alters RPL19A-GFP fluorescence in TOR pathway yeast screen | hit rate 0.3% among 330,000 | S. cerevisiae RPL19A-GFP strain, flow cytometry, 3 h; active compounds read low | percent response vs DMSO, % at 10 µM;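 active = percent response vs DMSO below 50%; inconclusive = fewer than 70 events counted for the yeast strain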;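 note: median channel GFP fluorescence of the barcoded RPL19A-GFP strain; ratio of sample median GFP to plate DMSO average so 100% = DMSO; lower means less RPL19A-GFP as with rapamycin TOR inhibition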
Efflux pump mplx: blocks antifungal efflux pumps in multiplex yeast assay; inhibition, % at 10 µM; S. cerevisiae Candida pump triplex, Nile Red efflux; hit rate 0.44% among 330,000;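 active = plate passing quality check with inhibition over a set limit, or well fluorescence over plate mean plus 4 SD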;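 note: Nile Red retained in pooled yeast measured as flow cytometry median fluorescence; 0% = buffer negative control and 100% = Enniatin B positive control; higher means more Nile Red kept so more efflux inhibition; some compounds called inactive have numbers as strong as hits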
LAP4 TOR yeast: alters LAP4-GFP fluorescence in TOR pathway yeast screen; S. cerevisiae LAP4-GFP multiplex, flow cytometry GFP, 3 h; median GFP as percent of DMSO wells; GFP response vs DMSO, % at 10 µM; hit rate 0.34% among 320,000; AID 2023;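 active = GFP response vs DMSO above a set limit, about the screen mean plus 3 SD, cut at about 150% in these data; inconclusive = under 70 cell events counted for the yeast strain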
CR mimetic SO: yeast age-related superoxide inhibition as caloric restriction mimetic; S. cerevisiae aged cells, superoxide DHE fluorescence; active compounds read low; superoxide response (% of plate mean), % at 10 µM; hit rate 0.18% among 330,000; AID 2690;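 active = superoxide response under a set limit, about three screen SD below normal, cut at about 65% in these data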;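 note: yeast aged for seven days with compound at 30 °C before DHE staining; 100% = average MFI of all compound-treated wells on the plate with controls excluded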
Starred values were filed as active, the others as inactive; u = inconclusive; x = no result given; [ ] = remark or other dose.

| Structure | MEP2 TOR yeast | AGP1-GFP MLPCN | AHR act | CIT2 TOR yeast | RPL19A-GFP yeast | Efflux pump mplx | LAP4 TOR yeast | CR mimetic SO |
| --- | --- | --- | --- | --- | --- | --- | --- | --- |
| CC[C@H](C)/C=C(C)/C=C/C1=CC2=C(Cl)C(=O)[C@](C)(OC(C)=O)C(=O)C2=CO1 | 70[may fluoresce violet] | 12[may fluoresce violet] | 1 | u | 38*[may fluoresce violet] | -0.3 | 60[may fluoresce violet] | 89 |
| C[C@]12CC(=O)CC1CCC1C2CC[C@@]2(C)C1CC[C@@H]2O (stereo partly drawn) | 90 | 86 | -1 | 77 | 92 | 0.3 | 96 | 72 |
| CNC(C(=O)c1ccccc1)C(OC)c1ccccc1 (stereo not drawn) | 108 | 100 | 1 | 109 | 97 | -0.1 | 104 | 100 |
| O=C1CN(O)C(c2ccccc2)=c2cc(Cl)ccc2=N1 | 110 | 101 | -1 | 104 | 96 | 0.1 | 98 | 103 |
| COCCN1C(=O)/C(=C/c2c(OC)cc(OC)cc2OC)C(=O)N(c2ccccc2)C1=O | 96 | 109 | -2 | 96 | 96 | -0.3 | 96 | 86 |
| C#CC1(OC(=O)c2ccccc2)CC(C)N(C)CC1C (stereo not drawn) | 104 | 100 | x | 107 | 106 | -0.1 | 104 | 99 |
| CC[C@H]1CN(C)C[C@@]2(C(=O)OC)Cc3c([nH]c4ccccc34)C(=O)C[C@@H]12 | 108 | 103 | 16 | 98 | 96 | -0.2 | 102 | 87 |
| COc1ccc(O)c(CN2CCCC(C(=O)c3ccccc3SC)C2)c1 (stereo not drawn) | 102 | 108 | 1 | 90 | 102 | -0.1 | 95 | 89 |
| COc1cccc(OC)c1C(=O)Nc1nc(N)n(-c2ccccc2)n1 | 106 | 104 | 2 | 100 | 98 | -0.1 | 106 | 96 |
| COC(=O)C1=C(c2cccc(OC)c2OC)C[C@@H]2CC[C@H]1N2C(=O)N1CCOCC1 | 99 | 108 | 1 | 102 | 104 | -0.1 | 94 | 91 |

The list goes on.
| Structure | MEP2 TOR yeast | AGP1-GFP MLPCN | AHR act | CIT2 TOR yeast | RPL19A-GFP yeast | Efflux pump mplx | LAP4 TOR yeast | CR mimetic SO |
| --- | --- | --- | --- | --- | --- | --- | --- | --- |
| COC(=O)C1=C(c2ccccc2)C[C@@H]2CC[C@H]1N2C(=O)NCCCOC(C)C | 97 | 88 | 0 | 85 | 98 | 0.0 | 105 | 96 |
| CC(=NCc1cccnc1)c1c(O)n(Cc2ccccc2)c(=O)[nH]c1=O | 97 | 115 | 44 | 100 | 102 | 0.0 | 98 | 90 |
| CC(C)CCNC(=O)c1cc(C(=O)c2cc(F)ccc2O)cn(CCC(C)C)c1=O | 93 | 104 | -1 | 91 | 95 | -0.1 | 105 | 96 |
| CCN(CC)P(=O)(c1n(CC)cc[n+]1CC)N(CC)CC | 104 | 103 | -1 | 100 | 96 | 0.1 | 105 | 97 |
| CCn1c(C)c(C(=O)O)c2cc(OC)ccc21 | 87 | 86 | 3 | 86 | 92 | 0.2 | 92 | 98 |
| O=P(N1CCCCC1)(N1CCCCC1)C(Cl)(Cl)Cl | 104 | 103 | 2 | 100 | 100 | -0.1 | 109 | 97 |
| CCOCCN1CCN(c2nnc3n2-c2ccc(Cl)cc2C(c2ccccc2Cl)=NC3)CC1 | 108 | 103 | -1 | 110 | 102 | -0.1 | 98 | 113 |
| Cc1ccccc1NC(=O)c1cc(-c2ccccc2)n(CCCN2CCOCC2)c1C | 86 | 95 | 0 | 85 | 88 | 0.0 | 100 | 101 |
| COc1ccc(CCNCc2ccc(OC)c(OC)c2OC)cc1 | 100 | 100 | 0 | 97 | 96 | 0.0 | 93 | 85 |
| BrCC(Br)(Br)Br | 112 | 101 | 0 | 102 | 102 | -0.1 | 105 | 89 |

Results in LAP4 TOR yeast (3 entries from above):
mol | LAP4 TOR yeast
CC(=NCc1cccnc1)c1c(O)n(Cc2ccccc2)c(=O)[nH]c1=O | 98
CC(C)CCNC(=O)c1cc(C(=O)c2cc(F)ccc2O)cn(CCC(C)C)c1=O | 105
CCN(CC)P(=O)(c1n(CC)cc[n+]1CC)N(CC)CC | 105

Other records:
| Structure | MEP2 TOR yeast | AGP1-GFP MLPCN | AHR act | CIT2 TOR yeast | RPL19A-GFP yeast | Efflux pump mplx | LAP4 TOR yeast | CR mimetic SO |
| --- | --- | --- | --- | --- | --- | --- | --- | --- |
| CCOC(=O)C1(CCc2ccccc2)CCN(Cc2ccco2)CC1 | 102 | 100 | -1 | 98 | 103 | 0.0 | 104 | 112 |
| O=C(c1cccc(C(F)(F)F)c1)N1C[C@H]2C[C@@H](C1)c1cccc(=O)n1C2 | 112 | 105 | 0 | 110 | 102 | -0.2 | 102 | 82 |
| CN(C)C(Cc1ccc(C#N)cc1)C(=O)c1ccccc1 (stereo not drawn) | 129 | 103 | -1 | 110 | 108 | 0.0 | 113 | 81 |
| O=C(COc1ccc(Cl)cc1)N1CCN(Cc2ccc([N+](=O)[O-])cc2)CC1 | 102 | 100 | 0 | 100 | 103 | 0.0 | 96 | 131 |
| O=C1/C(=C/c2ccccc2)C[C@@]2(O)[C@H]3Cc4ccc(O)c5c4[C@@]2(CCN3CC2CC2)C1O5 (stereo partly drawn) | 97 | 100 | -4 | 101 | 97 | -0.3 | 100 | 105 |
| CN(C)CCN=Cc1c(O)n(-c2cccc3ccccc23)c(=O)[nH]c1=O | 99 | 98 | 6 | 105 | 97 | 0.0 | 91 | 84 |
| COc1nc(NC(C)C)nc(NC(C)C)n1 | 102 | 100 | 1 | 103 | 98 | 0.1 | 98 | 97 |
| COc1ccc2c3c1OC1C(O)C=CC4C(C2)[N+](C)(C)CCC341 (stereo not drawn) | 107 | 99 | 0 | 101 | 103 | 0.0 | 98 | 89 |
| Cc1c(O)ccc(C(=O)CN2CC(C)OC(C)C2)c1O (stereo not drawn) | 101 | 107 | 1 | 102 | 101 | -0.1 | 110 | 104 |
| CC/C(=N\Nc1ccccc1)c1c(O)n(-c2ccccc2)c(=O)[nH]c1=O | 111 | 107 | 4 | 107 | 105 | 0.1 | 102 | 103 |

By substructure, the compounds so far with a carbonyl joined to an NH by a bond outside any ring.
| Structure | MEP2 TOR yeast | AGP1-GFP MLPCN | AHR act | CIT2 TOR yeast | RPL19A-GFP yeast | Efflux pump mplx | LAP4 TOR yeast | CR mimetic SO |
| --- | --- | --- | --- | --- | --- | --- | --- | --- |
| COc1cccc(OC)c1C(=O)Nc1nc(N)n(-c2ccccc2)n1 | 106 | 104 | 2 | 100 | 98 | -0.1 | 106 | 96 |
| COC(=O)C1=C(c2ccccc2)C[C@@H]2CC[C@H]1N2C(=O)NCCCOC(C)C | 97 | 88 | 0 | 85 | 98 | 0.0 | 105 | 96 |
| CC(C)CCNC(=O)c1cc(C(=O)c2cc(F)ccc2O)cn(CCC(C)C)c1=O | 93 | 104 | -1 | 91 | 95 | -0.1 | 105 | 96 |
| Cc1ccccc1NC(=O)c1cc(-c2ccccc2)n(CCCN2CCOCC2)c1C | 86 | 95 | 0 | 85 | 88 | 0.0 | 100 | 101 |

Going on with the list:
| Structure | MEP2 TOR yeast | AGP1-GFP MLPCN | AHR act | CIT2 TOR yeast | RPL19A-GFP yeast | Efflux pump mplx | LAP4 TOR yeast | CR mimetic SO |
| --- | --- | --- | --- | --- | --- | --- | --- | --- |
| N#Cc1c(/N=C/c2ccc(O)cc2O)sc2c1C1CCN2CC1 | 104 | 105 | 12 | 106 | 107 | 0.0 | 92 | 113 |
| Cc1ccc2c(c1)CC1(CN2C)C(=O)NC(=O)N(C(C)C)C1=O (stereo not drawn) | 100 | 97 | 26 | 97 | 102 | 0.0 | 99 | 111 |
| Cc1ccc(C(=O)C2CN3CCC2CC3)cc1 (stereo not drawn) | 108 | 108 | 1 | 108 | 108 | 0.1 | 112 | 103 |
| COC(=O)C1=C(c2ccc(Cl)c(C(F)(F)F)c2)C[C@@H]2CC[C@H]1N2C(=O)NCCO | 96 | 99 | 1 | 105 | 93 | -0.1 | 98 | 83 |

An excerpt; the hit share may differ from the screen's.
